ALOX15B inhib – inhibitors of human 15-lipoxygenase 2 (ALOX15B) | O15296 | Potency, µM (series often up to 57.1 µM), without a hit: at the highest dose activity change, negative = inhibition, actives largely listed as inhibitors | purified 15hLO-2, xylenol orange hydroperoxide absorbance | actives 0.56% (n = 110,000); further: potency means the concentration at half of the fitted maximal effect; nearly all actives have a fitted effect of over 60% in size; many of its hits are not listed in these tables
Target sequence (O15296 whole entry, looked up): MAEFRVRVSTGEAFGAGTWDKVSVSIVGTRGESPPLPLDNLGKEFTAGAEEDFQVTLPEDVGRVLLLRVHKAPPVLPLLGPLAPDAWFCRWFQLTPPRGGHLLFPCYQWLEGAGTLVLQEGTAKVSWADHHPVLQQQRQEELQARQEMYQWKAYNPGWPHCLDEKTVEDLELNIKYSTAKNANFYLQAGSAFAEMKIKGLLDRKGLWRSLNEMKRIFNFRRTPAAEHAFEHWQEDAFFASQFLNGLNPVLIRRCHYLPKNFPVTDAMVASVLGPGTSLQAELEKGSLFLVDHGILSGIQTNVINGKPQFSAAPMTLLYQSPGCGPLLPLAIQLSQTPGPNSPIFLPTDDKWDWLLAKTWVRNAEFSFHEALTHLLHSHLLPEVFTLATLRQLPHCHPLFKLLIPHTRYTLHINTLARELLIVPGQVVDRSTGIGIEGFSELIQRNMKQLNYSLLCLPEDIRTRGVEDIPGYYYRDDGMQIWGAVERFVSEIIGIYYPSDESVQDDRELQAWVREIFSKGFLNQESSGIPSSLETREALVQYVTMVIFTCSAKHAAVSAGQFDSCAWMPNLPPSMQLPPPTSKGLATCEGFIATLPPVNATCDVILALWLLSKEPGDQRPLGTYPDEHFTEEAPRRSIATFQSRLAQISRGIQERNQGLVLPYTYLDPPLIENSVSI
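Purified human 15hLO-2 (50 nM final) preincubated with compounds 15 min at room temperature in 25 mM Hepes pH 7.5, 0.01% Triton X-100, then 45 uM arachidonic acid added for 90 min; hydroperoxide detected via ferrous/xylenol orange, 573/405 nm absorbance ratio.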
PNC inhibitor – inhibitors of perinucleolar compartment assembly; PC3M PTB-GFP, PNC prevalence imaging, 16 h; stronger effect = lower value; activity change (PNC), negative = inhibition, % at 10 µM; actives 3.1% (n = 140,000); AID 2417;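 active means readout at or below -70, meaning at least 70% loss of cells showing the perinucleolar compartment, a nuclear body marking cancer cells; inconclusive means readout between -30 and a set limit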;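 further: plate controls were DMSO wells for no effect and camptothecin positive control wells for full effect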
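PC3M cells stably expressing PTB-GFP, 750–1000 cells/well, treated 16 h at 37 °C with compound (23 nl of library stock), in duplicate. After paraformaldehyde fixation and Hoechst stain, imaged at 20x; PNC prevalence scored by image analysis.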
IMPase inh – membrane-permeable compound that blocks inositol monophosphatase; P97697; CHO-M1 cells, IP1 accumulation, HTRF TR-FRET ratio; inhibition (IP1 accumulation), % at 46.1 µM; 120,000 tested, under 10 active; AID 901; active means well fitted curve in the direction sought with a large enough effect in the signal ratio, not every such curve was filed as active; inconclusive means small, poorly fitted or top-dose-only effect, or a change in a side signal; inactive means no such curve, though single readings can be large or run the other way; the % refers to the signal ratio;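 further: cells stimulated with carbachol in lithium chloride buffer; plate controls were DMSO basal wells for no effect and reference inhibitor wells for full effect; higher means more IMPase inhibition seen as more IP1 and lower FRET ratio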
Target sequence (P97697 whole entry, looked up): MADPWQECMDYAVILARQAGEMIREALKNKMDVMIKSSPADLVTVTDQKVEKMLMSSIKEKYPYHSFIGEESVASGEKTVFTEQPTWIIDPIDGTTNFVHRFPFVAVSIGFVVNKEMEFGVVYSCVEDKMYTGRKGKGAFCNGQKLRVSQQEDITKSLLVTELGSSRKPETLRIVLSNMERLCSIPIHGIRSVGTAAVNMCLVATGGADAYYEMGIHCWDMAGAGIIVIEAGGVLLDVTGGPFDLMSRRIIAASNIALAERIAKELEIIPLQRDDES
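Seeded CHO-M1 cells were dosed with compound at up to 46 uM, stimulated with carbachol for 30 min, then lysed in IP-One detection reagents. Higher IP1 lowers the TR-FRET signal.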
12-hLO inh – 12-hLO (ALOX12) enzyme inhibition; P18054; purified 12-hLO, xylenol orange hydroperoxide absorbance; Potency, µM (doses to about 57.1 µM), for the others: at the highest dose activity change, negative = inhibition, hits mostly inhibitors; actives 0.12% (n = 150,000); further: potency means the concentration at half of the fitted maximal effect; nearly all actives have a fitted effect of over 55% in size; many of its hits are not listed in these tables
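Purified human 12hLO (150 nM), preincubated 15 min with compound, then 40 uM arachidonic acid for 30 min, room temperature, Hepes pH 7.0 with 0.01% Triton X-100. Hydroperoxide detected by ferrous iron/xylenol orange; 573/405 nm absorbance ratio gives reaction progress.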
* = called active by the depositor; ? = inconclusive; / = not tested or not shown; [ ] = dose if it differs, or a comment. Unless noted, the call rests on the fitted dose curve; in most records, active means well fitted curve in the direction sought with a large enough effect; inconclusive means small, poorly fitted or top-dose-only effect, or another doubt; inactive means no such curve, though single readings can be large; an effect the other way counts as inactive or inconclusive. Unless noted, on the % scale 0 is the no-effect control and ±100 the full control effect.

smiles,ALOX15B inhib,PNC inhibitor,IMPase inh,12-hLO inh
NC(N)=N/N=C\c1ccc(O)c(C(=O)O)c1,0.4%[11.4 µM],/,/,-3.2%[11.4 µM]
Cc1ccc(C2(O)CN(c3ccccc3C)C3=[N+]2CCS3)cc1 (stereo not given),/,15.9,-0.3,-6.1%
COc1cc(S(=O)(=O)N2CCCCC2)ccc1NC(=O)c1ccccc1Cl,/,-100.0*,16.8,-1.1%
COC(=O)Nc1nnc(Cc2ccc(Cl)cc2)s1,2.1%,34.8,2.3,7.8%
O=C(CN1C(=O)NC2(CCc3ccccc32)C1=O)Nc1cc(C(F)(F)F)ccc1N1CCOCC1 (stereo not given),3.4%,9.2,-2.9,2.3%
CCOC(=O)COc1ccc2c(c1)c(C(=O)OCC)c(C)n2CC,-3.7%,14.0,12.7,-3.9%
O=C(Nc1cnccn1)c1cccnc1,-4.6%,-16.5,5.3,2.2%
CSC1=NCCN1C(=O)c1cccc(C(F)(F)F)c1,1.0%,?,-8.7,-1.7%
CCNC(=O)C(=O)NCCc1ccc(Cl)cc1,3.0%,9.0,-17.8,0.4%
CC(=C/c1ccccc1)/C=C1/SC(N2CCOCC2)=NC1=O,-12.2%,-16.6,?,2.9%
COc1ccccc1OCC(=O)Nc1ccccc1C(=O)NCc1ccco1,/,3.0,10.4,2.6%
COc1ccc(C(=O)CSc2nncn2C)cc1,1.4%,13.5,-2.4,-1.1%
O=C(c1ccccc1NS(=O)(=O)c1cccc(C(F)(F)F)c1)N1CCc2ccccc21,/,25.8,/,-2.3%
CCCCSc1nnc(CCCCCNC(=O)OC(C)(C)C)o1,9.6%,?,-3.6,-3.0%
C=CCn1cc(C(=O)NCc2ccc3c(c2)OCO3)c(=O)c2cc(S(=O)(=O)N(CC)CC)ccc21,/,74.4,/,-5.5%
O=C(Nc1ccc(OC(=O)c2cccs2)cc1)c1ccco1,-6.0%,13.9,3.8,-1.4%
Cc1nc2ccc(NC(=O)c3nn(C(C)C)c(=O)c4ccccc34)cc2s1,/,-3.7,0.5,3.5%
COc1cccc(C2NC(=O)NC(C)=C2C(=O)Nc2cccc(C)c2C)c1 (stereo not given),-4.6%,-19.0,-0.5,2.1%
Cc1ccc(C(=O)C2C(c3cccs3)NC(=O)NC2(O)C(F)(F)F)cc1 (stereo not given),2.9%,-0.3,-2.0,2.6%
Cc1ccc(N(CC(=O)Nc2ccc(-c3nc4ccc(C)cc4s3)cc2)S(C)(=O)=O)cc1,-12.0%,-8.4,4.8,-7.3%
COCCNC(=O)C(c1cccc(OC)c1)N(C(=O)Cn1nnc2ccccc21)c1cccnc1 (stereo not given),1.3%,15.4,-0.5,4.9%
COc1ccccc1-c1nnc2sc(COc3ccc(F)cc3)nn12,-4.0%,?,1.6,0.1%
Cn1ncc(Cl)c(Oc2ccc(Cl)cc2)c1=O,/,-0.9,/,-0.6%
CCn1c(C(C)NC(=O)Cc2ccccc2)nc2ccccc21 (stereo not given),-1.0%,-13.2,2.7,2.1%

Profiles as entered above. Values in the order: ALOX15B inhib, PNC inhibitor, IMPase inh, 12-hLO inh
Profile of Cc1ccc(C2(O)CN(c3ccccc3C)C3=[N+]2CCS3)cc1 (stereo not given) : /, 15.9, -0.3, -6.1%
Profile of COc1ccccc1OCC(=O)Nc1ccccc1C(=O)NCc1ccco1 : /, 3.0, 10.4, 2.6%

Going on with the list:
smiles,ALOX15B inhib,PNC inhibitor,IMPase inh,12-hLO inh
N#CC(C#N)=C1C=C2C=C(N3CCCCCC3)CCC2CC1 (stereo not given),/,-134.0*,/,-20.9%
Cc1cc(C(=S)N2CCOCC2)c(C)n1-c1ccc(Cl)cc1,/,7.1,/,-10.2%
C=CCc1c(C)nc(SC)nc1Nc1ccccc1,/,?,8.9,1.3%
Cc1cc(C)n(-c2nc3ccccc3nc2N2CCN(S(=O)(=O)c3ccc(F)c(C)c3)CC2)n1,10.5%,40.3,4.0,-2.1%
COc1ccccc1NC(=O)/C(=C/c1cccc([N+](=O)[O-])c1)c1ccccc1,/,?,/,-2.1%
O=C1Nc2ccc(S(=O)(=O)N3CCCCCC3)c3cccc1c23,-12.1%,11.7,-1.0,-5.9%
O=C(NCc1ccc(Cl)cc1)c1ccc2nc[nH]c2c1,/,9.9,/,-1.4%
Cc1ccccc1N1C(=O)CC(N2CCC(C(N)=O)CC2)C1=O (stereo not given),-23.8%,?,3.8,-3.6%
COc1ccc(CNc2nc3c(c(=O)n(Cc4ccc(Br)cc4)c(=O)n3C)n2C)cc1,-1.8%,?,9.5,-18.4%
O=[N+]([O-])c1ccc(Sc2ccc(Cl)c(Cl)c2)nc1,-2.3%,-14.6,3.8,-8.5%
O=C(O)c1cccc(NCc2cccnc2)c1,2.0%,7.2,-3.9,-5.8%
Cc1nn(C)cc1C=NCCOCc1ccccc1,3.1%,71.4,-6.4,1.3%
O=C(CCCO)c1ccc2c(c1)OCCO2,2.6%,-13.0,?,1.1%
CCN1CCN(c2nc3c(c(=O)[nH]c(=O)n3C)n2CCCSc2ncccn2)CC1,-0.2%,-6.5,0.3,4.4%
CCn1c2ccccc2c2cc(CN3CCN(S(=O)(=O)Cc4ccccc4)CC3)ccc21,/,-16.0,/,3.8%
COc1ccc(CC(=O)Nc2ccc3c(C)cc(=O)oc3c2)cc1OC,/,18.2,/,0.6%
COc1ccccc1NS(=O)(=O)c1cccc(C(=O)N/N=C/c2ccc3c(c2)OCCO3)c1,/,?,/,1.6%
Cc1ccc(-c2cc(-c3ccc(F)cc3)c(C#N)c(N)n2)o1,/,-5.9,/,?
COC(=O)c1cc(NS(=O)(=O)c2ccc(N3CCOCC3)c(N)c2)cc(C(=O)OC)c1,/,-14.7,-8.6,-3.3%
CC(C)OCCCNc1ncnc2c1[nH]c1ccccc12,26.7%,-96.5*,10.9,-0.2%
CN(C)S(=O)(=O)c1cc(NC(=O)CN2C(=O)NC3(CCCc4ccccc43)C2=O)ccc1Cl (stereo not given),/,71.5,/,4.5%
O=C(Nc1ccccn1)C(NS(=O)(=O)c1cccc2nsnc12)c1ccccc1 (stereo not given),/,70.4,3.3,-5.3%
O=C(COc1ccc(Cl)cc1)Nc1ccc(N2CCN(C(=O)c3ccco3)CC2)cc1,-8.8%,74.6,12.9,-7.9%
CCCOc1ccccc1-c1nc(SCCC(=O)O)n[nH]1,1.0%,31.5,6.2,3.5%
CCCn1c2c(c(O)c(C(=O)NCCCN(CC)CC)c1=O)CCCC2,/,-100.0*,-2.5,33.0%[activator]
COc1ccc(CNC(=O)COC(=O)c2ccc3c(c2)OCCO3)cc1,4.2%,-29.6,5.0,4.6%
Cc1ccc(C(=O)N/C(=C/c2cccnc2)C(=O)NCc2ccco2)cc1,/,24.2,0.3,5.4%
Cc1cc2oc(=O)cc(-c3ccccc3)c2c(C)c1-c1ccc(OC(F)(F)F)cc1,-5.4%[0.0915 µM],/,/,-2.2%[0.00818 µM]
O=C(c1ccc(COc2ccccc2[N+](=O)[O-])o1)N1CCCCC1,-0.6%,-26.8,4.1,-4.5%
CCOC(=O)C1=NN(c2ccc(OC)cc2)C(c2ccccc2)CC1=O (stereo not given),/,0.1,7.8,-13.7%
COc1ccc(O)c(-c2cc(-c3cccs3)[nH]n2)c1,-11.1%,-12.9,1.4,-27.1%
O=c1c2ccccc2nc2n1C(CSc1ccc(Cl)cc1)CN2 (stereo not given),3.2%,-5.4,4.0,4.1%
c1ccc(C2C3=C(Nc4ncnn42)c2ccccc2CCC3)cc1 (stereo not given),36.9%[activator],-7.7,-3.4,-0.5%
CCC(=O)Nc1cccc(NC(=O)c2cc3ccccc3o2)c1,-2.6%,-9.2,1.9,-3.7%
CCN(CC)c1ccc(/C=N/OCC(=O)N2CCCc3ccccc32)cc1,/,-1.6,-7.3,1.1%
CCCCCCNC(=O)C(C#N)c1nc2ccccc2nc1N1CCCC1 (stereo not given),-10.9%,?,5.8,-6.2%
CC(CCc1ccccc1)NC(=O)COC(=O)c1cccc2ccccc12 (stereo not given),/,-18.5,/,-6.1%
COc1ccc2nc(-c3ccco3)c(-c3ccco3)nc2c1,-1.4%,3.2,10.8,?
O=[N+]([O-])c1ccc(CSc2nnc(SCc3ccccc3)s2)cc1,/,?,/,-3.1%
NCC(=O)N[C@H](CO)C(=O)O,-5.2%[11.4 µM],/,/,5.0%[11.4 µM]
Cc1c(NC(=O)C2CCCN2S(=O)(=O)c2cccc3nsnc23)cccc1C(=O)O (stereo not given),-6.1%,38.3,0.3,3.4%
CCCCC(=O)Nc1ccc(C(=O)N2CCN(C)CC2)cc1,3.0%,22.9,-1.1,-3.9%
COC(=O)c1ccccc1NC(=O)CSCC(=O)Nc1ccc(F)cc1,7.9%,13.8,2.3,-3.0%
CCOC(=O)C1=C(c2ccccc2)NC(=S)NC1c1cc([N+](=O)[O-])ccc1OC (stereo not given),25.1µM*,-7.9,0.9,-20.2%
CCc1nc2scc(-c3ccccc3)c2c(=O)n1N,-7.8%,8.5,-1.3,8.5%
Cc1ccc(-n2c(C)n[nH]c2=S)cc1,/,29.1,/,-1.0%
O=C1C(=O)N(CCO)C(c2cccc(F)c2)/C1=C(\O)c1ccc(Cl)cc1 (stereo not given),23.1%,76.9,-17.3,4.8%
O=C(Cn1nnc2ccccc2c1=O)N[C@@H](Cc1c[nH]c2ccccc12)C(=O)O,/,-26.0,/,-3.7%
O=C(CSc1nc2ccccc2c(=O)n1Cc1ccco1)c1ccccc1,-8.3%,?,8.0,-3.9%
O=C(O)CC1SC(=O)N(Cc2ccccc2)C1=O (stereo not given),25.3%,40.7,-2.2,-5.8%
CC1=NN(c2ccccc2)C(=O)[C@@H]1N=Nc1ccc(S(N)(=O)=O)cc1,-10.2%[11.4 µM],/,/,3.9%[11.4 µM]
Cc1ccc2c(CC(=O)N3CCc4ccccc43)coc2c1,-3.4%,-12.0,0.1,-19.9%
CCN(Cc1ccccc1)S(=O)(=O)c1ccc(S(=O)(=O)N(Cc2cccc(OC)c2)CC2CCCO2)cc1 (stereo not given),-2.4%,?,8.1,-5.9%
Cn1c(SCC(=O)N2CCCc3ccccc32)nnc1-c1cccs1,-3.2%,?,-9.1,-1.7%
COC(=O)C1=C(C)N=C2SCCC(=O)N2C1c1cccs1 (stereo not given),3.1%,47.5,2.2,-2.1%
CC1CC(C(F)F)n2nc(C(=O)O)cc2N1 (stereo not given),0.8%,18.1,3.9,-2.6%
CCn1cc([N+](=O)[O-])nc1C,/,?,/,2.1%
O=C(Nc1ccc(-c2nnc3n2CCCCC3)cc1)c1cc2ccccc2o1,/,-7.4,/,-1.3%
COc1ccc([N+](=O)[O-])cc1NC(=O)Cc1ccc(Cl)cc1,/,83.4,/,1.2%

Not all compounds are listed; count on the stated rates, not on these rows.
